Assay outcomes: PubChem, several laboratories
CAL PDZ FP-1: blocks peptide binding to the human CAL PDZ domain. Q9HD26. inhibition, % at 24.9 µM. purified CAL PDZ, TMR-peptide fluorescence polarization, 1 h. AID 602252. 300,000 compounds, 0.92% hits;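 active means mean inhibition of at least 30% with at least half of replicates also reaching 30%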;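 further: 0% = DMSO neutral control and 100% = excess unlabeled competitor peptide PRC23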
RTF Ca sens inh: cardiac RTF calcium desensitization; P19429+P45379; IANBD-labeled cardiac RTF, Ca2+ fluorescence; inhibition, % at 7.15 µM; 340,000 compounds, 0.12% hits;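 active means inhibition above the mean inhibition of all tested compounds plus 3 SD, cut at about 17% in these data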;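 further: assay run at fixed EC70 calcium of 1.6 mM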
CAL PDZ FP-2: human CAL PDZ-peptide interaction inhibition; Q9HD26; 330,000 compounds, 0.02% hits; purified CAL PDZ, TMR-peptide fluorescence polarization, 1 h; inhibition, % at 20 µM; AID 504414;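 active means highest replicate inhibition of at least 40%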;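 further: plate controls were DMSO neutral control wells for no effect and unlabeled competitor peptide control wells for full effect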
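Test system: tagged CAL PDZ domain / Buffer or medium: sodium phosphate/NaCl buffer pH 7.4 with TCEP, IgG, Thesit / Reagent: TMR-labelled reporter peptide T*-PRC34 bound in PDZ groove / Compound dosing: single point, 20 µM / Schedule: 1 h incubation at room temperature before polarization reading / Technique: fluorescence polarization (mP) / Benchmarks: unlabelled peptide, DMSO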
DAGLB inhibitor: diacylglycerol lipase beta (human) inhibition. Q8NCG7. HEK293T DAGLB membrane lysate, EnzChek fluorogenic substrate. inhibition, % at 5.17 µM. 340,000 compounds, 0.059% hits; in the data active means inhibition above about 34%;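 further: 0% = enzyme with vehicle and 100% = wells lacking enzyme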
Keap1-Nrf2 PPI: Keap1-Nrf2 (human) interaction inhibition; Q14145; AID 504523; inhibition, % at 9.4 µM; Keap1 Kelch-Nrf2 peptide fluorescence polarization, 1536-well; 340,000 compounds, 0.15% hits; in the data active means inhibition above about 12%;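 further: human Keap1 Kelch domain with fluorescein labeled Nrf2 9mer peptide probe; 0% = neutral control wells and 100% = peptide positive control; higher means more block of Keap1 binding to Nrf2 peptide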
LANA DNA inh: KSHV C-LANA DNA binding inhibition | MBP-C-LANA/FAM-LBS DNA binding, fluorescence polarization | 340,000 compounds, 0.078% hits | inhibition, % at 9 µM;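 active means highest replicate inhibition at or above 60% at 9 µM, even if other replicates fall short; inactive means all replicates below 60% inhibition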;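 further: 0% = neutral control wells and 100% = 4 µM acridine orange control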
V-ATPase pH: alters yeast V-ATPase proton transport; S. cerevisiae, pHLuorin cytosolic pH fluorescence; response, % at 10 µM; 350,000 compounds, 0.37% hits; AID 504577; in the data active means response mostly above about 7.3%, no sharp cut-off; inactive means mostly below about 5.4%; further: actives read high; inactives centre near 0; some compounds called inactive have numbers as strong as hits
Arrestin-AP2 inh: blocks beta-arrestin peptide binding to AP2 adaptin; 340,000 compounds, 0.31% hits; inhibition, % at 10 µM; FITC-arrestin peptide / GST-AP2 beads, flow cytometry; AP2 beta2 appendage carries R879A mutation; AID 504490;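 active means inhibition above a set limit, near 3 SD of compounds lacking own fluorescence, cut at about 54% in these data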;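 further: plate controls were DMSO wells for no effect and 5 µM unlabelled arrestin peptide for full effect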
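System: GST-AP2 R879A glutathione beads. Medium: PBS with 0.05% Tween 20 and 0.1% BSA. Also added: FITC-arrestin peptide, 50 nM. Incubation: 12 min plus 1 h, RT. Measured by: high-throughput flow cytometry of beads, ex 488, em 535 nm. Evaluation: percent drop in bead-associated FITC signal.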
Pemphigus Ab inh: inhibitors of pemphigus antibody binding to human desmoglein-3 | P32926 | DSG3-coupled beads, scFv-anti-DSG3-GFP binding, flow cytometry; stronger effect = lower value | binding (percent of control), % at 10 µM | 310,000 compounds, 0.48% hits | AID 588358;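 active means binding more than 3 SD below its plate's average and above zero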; further: some compounds called inactive have numbers as strong as hits
NSD2 HMT inh: inhibitors of human histone methyltransferase NSD2; 310,000 compounds, 0.54% hits; AID 743445; O96028; inhibition, % at 12.5 µM; NSD2 peptide methylation, AlphaScreen, 120 min; in the data active means inhibition above about 50%
Target sequence (O96028 whole entry, looked up): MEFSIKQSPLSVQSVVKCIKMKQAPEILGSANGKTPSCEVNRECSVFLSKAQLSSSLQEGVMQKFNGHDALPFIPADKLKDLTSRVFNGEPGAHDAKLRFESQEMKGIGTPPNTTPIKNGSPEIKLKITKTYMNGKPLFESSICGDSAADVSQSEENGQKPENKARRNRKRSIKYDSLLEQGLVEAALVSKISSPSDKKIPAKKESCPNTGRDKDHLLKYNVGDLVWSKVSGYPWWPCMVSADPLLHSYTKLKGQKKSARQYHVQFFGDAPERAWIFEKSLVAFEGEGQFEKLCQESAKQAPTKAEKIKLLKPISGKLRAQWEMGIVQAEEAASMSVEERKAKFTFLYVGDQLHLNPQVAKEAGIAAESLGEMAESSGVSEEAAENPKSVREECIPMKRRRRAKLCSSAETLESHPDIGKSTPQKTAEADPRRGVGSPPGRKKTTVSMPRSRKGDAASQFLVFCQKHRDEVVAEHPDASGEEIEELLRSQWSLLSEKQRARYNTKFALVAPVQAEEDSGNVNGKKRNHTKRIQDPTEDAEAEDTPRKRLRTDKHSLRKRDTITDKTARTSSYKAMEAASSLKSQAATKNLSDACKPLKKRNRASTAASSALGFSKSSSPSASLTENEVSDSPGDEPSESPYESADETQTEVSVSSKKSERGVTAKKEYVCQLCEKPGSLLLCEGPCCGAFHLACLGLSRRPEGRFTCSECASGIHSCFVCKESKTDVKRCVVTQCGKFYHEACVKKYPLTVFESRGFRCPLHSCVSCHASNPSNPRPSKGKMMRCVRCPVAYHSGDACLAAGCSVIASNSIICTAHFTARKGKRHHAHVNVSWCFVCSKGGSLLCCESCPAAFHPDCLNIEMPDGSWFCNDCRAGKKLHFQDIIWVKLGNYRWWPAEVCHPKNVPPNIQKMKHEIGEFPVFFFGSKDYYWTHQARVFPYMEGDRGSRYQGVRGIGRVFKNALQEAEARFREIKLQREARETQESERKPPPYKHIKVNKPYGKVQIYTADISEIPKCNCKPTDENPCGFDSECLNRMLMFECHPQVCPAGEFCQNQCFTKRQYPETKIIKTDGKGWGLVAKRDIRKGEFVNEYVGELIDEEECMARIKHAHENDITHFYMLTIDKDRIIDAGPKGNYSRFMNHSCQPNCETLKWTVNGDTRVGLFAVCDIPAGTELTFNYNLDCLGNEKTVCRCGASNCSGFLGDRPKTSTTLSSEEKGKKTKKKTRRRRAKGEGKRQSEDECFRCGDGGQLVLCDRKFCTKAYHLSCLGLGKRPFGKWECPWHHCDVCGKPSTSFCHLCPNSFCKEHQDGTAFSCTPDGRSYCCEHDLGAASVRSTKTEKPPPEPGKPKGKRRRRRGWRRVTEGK
Active calls of the source: *; . = not tested or not shown. These rows are one share of the data. The share of hits here may be higher or lower than overall.

SMILES	CAL PDZ FP-1	RTF Ca sens inh	CAL PDZ FP-2	DAGLB inhibitor	Keap1-Nrf2 PPI	LANA DNA inh	V-ATPase pH	Arrestin-AP2 inh	Pemphigus Ab inh	NSD2 HMT inh
COc1ccccc1N1CCN(C2CCN(S(=O)(=O)c3ccc(NC(C)=O)cc3)CC2)CC1	2	7	0.6	0	-1	2.9	4	-20	99	2
CCc1cccc(NS(=O)(=O)c2cccc3cccnc23)c1	0	-6	-1.0	-2	4	0.1	-3	-9	97	-2
O=C(CCc1ccccc1)N1N=C(c2ccncc2)CC1(O)C(F)(F)F (configuration not stated)	-4	3	-0.9	-3	1	-1.3	-3	4	96	0
Cc1cnc(NC(=O)c2ccco2)s1	-4	-11	-3.1	-1	-2	0.7	-4	4	110	.
Cc1ccc(C2(C)NC(=O)N(CC(=O)N3CCN(S(=O)(=O)c4cccs4)CC3)C2=O)cc1 (configuration not stated)	-3	4	-1.3	1	-5	-1.4	-3	16	107	-2
COc1ccccc1N(C(=O)Cn1nnc(-c2ccc(C)o2)n1)C(C(=O)NC1CCCC1)c1ccncc1 (configuration not stated)	8	3	-2.6	-3	-5	1.0	-1	32	99	-6
Cn1c(=O)c2c(nc(CN3CCCCC3)n2CCc2ccccc2)n(C)c1=O	.	-1	-0.9	-3	-2	0.7	0	14	100	1
O=C1CSC(c2cccc([N+](=O)[O-])c2)N1C1CC2CCC1C2 (configuration not stated)	0	6	0.1	-4	3	0.6	2	11	99	0
O=C(Cc1cccs1)NCCS(=O)(=O)N1CCN(c2cccc(Cl)c2)CC1	-3	-16	0.5	1	-6	0.4	-2	4	113	1
Cc1ccc(NC(=O)COC(=O)COc2ccc(Cl)cc2)c([N+](=O)[O-])c1	-5	-2	-0.8	-8	0	1.1	0	-11	103	-1
Cc1nnc(NC2=NCCC2)s1	-1	-1	-2.1	-1	0	0.1	-2	-4	112	-2
COc1ccc(/C=C/C(=O)OCC(=O)c2c(N)n(C)c(=O)n(C)c2=O)cc1	-1	3	-1.3	-2	-3	-0.1	0	-12	109	2
CNC(=O)c1c(NC(=O)C2=COCCO2)sc2c1CCC(C)C2 (configuration not stated)	.	-5	0.5	0	0	1.0	-2	3	.	-6
CN(C)C(CNC(=O)CCc1nc2cc(Cl)ccc2n(Cc2ccccc2)c1=O)c1ccccc1 (configuration not stated)	-2	-10	-3.6	0	-9	-1.0	-4	0	106	2
CCC(C)[C@H]1CN=C(N)N1CCc1cccc2ccccc12 (some centres not stated)	0	-9	-2.2	2	4	-0.4	-2	19	106	.
C=CCC[C@@H](Cc1ccc(F)cc1)C(=O)OC[C@@H](C)NC(=O)[C@H](CC=C)CC(=O)N(CCO)Cc1ccccc1	3	2	-1.5	-5	-5	2.7	6	5	107	.
NC1=NC(c2ccc([N+](=O)[O-])cc2)N(c2ccc(F)cc2)C(N)=N1 (configuration not stated)	-3	5	0.3	2	-5	-1.0	-2	6	101	-2
COc1ccc(-c2c(C#Cc3ccccc3)c3ccccc3n2C)cc1	-4	-1	-1.1	-4	3	0.9	-2	1	98	.
Cc1cc(C)n(CCC(=O)N=Nc2c(O)[nH]c3ccccc23)n1	0	-8	-3.2	-4	-1	-1.7	1	5	95	-2
Cc1cc(=O)[nH]c2c(C)cc(S(=O)(=O)N3CCCCC3)cc12	-3	1	-0.7	0	2	-0.7	-1	-1	105	-1
COc1ccccc1-c1sc2cc3c(cc2c1C#CCO)OCO3	-1	-11	-1.5	2	-1	2.1	-2	8	95	.
Cc1ccc(CNC(=O)c2ccc(CS(=O)(=O)c3ccccc3C)o2)cc1	-3	-2	-1.0	0	3	-0.9	3	8	103	.
CCN(CC)S(=O)(=O)c1ccc(N/N=C(\C)c2ccc3c(c2)OCO3)c([N+](=O)[O-])c1	2	-7	-1.0	-2	0	-1.5	4	6	99	-2
O=C(NC1CC2CCCC(C1)N2C(=O)N1CCCCC1)C1CCCCC1 (configuration not stated)	-1	10	-0.4	-2	1	2.3	0	23	.	-2
COC(=O)[C@H](CCSC)NC(=O)N1CCN(c2cccc(C(F)(F)F)c2)CC1	.	4	-0.1	2	-6	-0.4	-2	17	86	3

The list goes on:
SMILES	CAL PDZ FP-1	RTF Ca sens inh	CAL PDZ FP-2	DAGLB inhibitor	Keap1-Nrf2 PPI	LANA DNA inh	V-ATPase pH	Arrestin-AP2 inh	Pemphigus Ab inh	NSD2 HMT inh
COc1ccc(OC)c(C2C=C(C34CC5CC(CC(C5)C3)C4)NC(=S)N2)c1 (configuration not stated)	5	6	-0.5	-2	3	-1.0	-1	-11	100	1
CCN1C(=O)C(CC(=O)Nc2ccc(Cl)cc2)N(NC(=O)c2ccncc2)C1=S (configuration not stated)	.	.	.	.	.	.	-4	12	107	2
CCOC(=O)C1(Cc2ccccc2C)CCCN(C(=O)c2cc(C3CC3)[nH]n2)C1 (configuration not stated)	-4	1	-0.2	-2	-7	-1.2	1	0	108	-3
COc1ccc(NC(=O)c2ccccc2NC(=O)C2CCCCC2C(=O)O)cc1 (configuration not stated)	-3	-10	-1.9	1	1	-0.7	-1	2	134	-4
Cc1ccc(N2C(N)=C(C#N)C3(C(=O)N(C)c4ccccc43)C3=C2CC(C)(C)CC3=O)cc1Cl (configuration not stated)	-2	-4	-0.9	1	1	-1.0	-4	-5	105	4
COc1ccc(-c2cc(C(F)F)n3ncc(C(=O)NCC4CCCO4)c3n2)cc1 (configuration not stated)	-1	-8	-1.6	2	-8	0.7	-99	10	104	.
O=C(N/N=C/c1ccco1)c1ccc(NC(=O)c2ccc(Cl)cc2)cc1	.	-1	-1.3	0	2	0.8	-1	24	112	3
COc1ccc2c(c1)[nH]c1c(N3CCN(Cc4ccc5c(c4)OCO5)CC3)ncnc12	0	1	0.0	0	1	-1.4	0	9	100	.
Cc1c(C(=O)OCCN2CCCCC2)oc2ccccc12	-2	4	-1.2	-1	-11	-1.1	-2	-3	.	0
CC(=O)Nc1ccc(Nc2nc(C)nc3c2nnn3Cc2ccccc2Cl)cc1	-3	-1	-1.9	1	0	-1.2	1	-5	135	1
Cc1ccc(C2c3sc(=O)[nH]c3SC3C(=O)NC(=O)C32)cc1 (configuration not stated)	-1	4	0.1	0	3	3.1	.	-9	101	7
Cc1ccc(OC(=O)CCc2c(C)nc3ncnn3c2C)cc1	-3	-8	-0.2	-1	-3	-0.8	-2	0	.	1
CCOC(=O)N1CCc2c(sc(NC(=O)CN3CCOCC3)c2C#N)C1	.	.	.	.	.	.	-1	-13	105	-2
CN(Cc1ccco1)C(=O)c1c[nH]c2ccc(S(=O)(=O)Nc3ccc4c(c3)OCCO4)cc2c1=O	1	-1	-1.1	-2	-2	0.3	1	28	100	6
COc1ccc(-c2nc(SC(CC(=O)NCCO)c3cccs3)n[nH]2)cc1 (configuration not stated)	-8	-5	6.1	1	0	-1.7	2	-21	.	-2
Cc1c(NC(=O)C2(c3ccc(Cl)cc3)CCCC2)c(=O)n(-c2ccccc2)n1C	-3	7	-3.0	1	-2	0.2	-1	-6	99	-3
O=C(CSc1nnc(C2COc3ccccc3O2)o1)Nc1nccs1 (configuration not stated)	.	1	-1.2	6	1	-1.8	0	-1	99	.
NC(=O)c1ccsc1NC(=O)c1ccc(S(=O)(=O)N2CCCC2)cc1	.	-5	-1.5	0	1	-1.4	-3	10	97	.
